# Compound activity: PubChem, several laboratories
# KLF5 inhibitor – inhibitors of KLF5 expression; DLD-1 KLF5 promoter-luciferase reporter, luminescence; hit rate 0.23% among 290,000; inhibition, % at 5 µM;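 active = inhibition above a per-plate limit of that plate's mean compound inhibition plus 3 SD, cut at about 60% in these data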;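 note: 0% = DMSO wells and 100% = LY294002 at 200 µM; higher means less KLF5 promoter-driven luciferase light; inactives centre near -14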
# aSyn 5UTR inh – MLPCN primary screen, SNCA 5' untranslated region; alpha-synuclein 5'UTR reporter, inhibitor activity; inhibition, % (tested at 7.5 µM); hit rate 0.82% among 300,000; AID 1813; in the data active = inhibition above about 60%; inconclusive = no clear call, values can overlap the other calls;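 note: H4 neuroglioblastoma cells stably carrying SNCA 5'UTR luciferase fusion; 0% = DMSO wells and 100% = positive control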
# HSF1 activator – increases HSF-1 driven luciferase reporter signal. hit rate 1.7% among 300,000. NIH3T3-HGL HSF-1 luciferase reporter, MG132, 8 h; 100% = twice DMSO control signal. AID 504408. activation, % at 9 µM;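 active = mean replicate activation of at least 50% with a set share of replicates each reaching 50%; inconclusive = only one of those two conditions met; inactive = mean below 50% and too few replicates reaching it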;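 note: 0% = median of the neutral control wells and 100% = twice that signal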
# AI-2 QS modul – modulates the Vibrio harveyi AI-2 quorum sensing system. hit rate 0.4% among 300,000. activity change, % at 7.5 µM. Vibrio harveyi JMH597 AI-2 luminescence/OD600 ratio, 9 h; active compounds read low; strain lacks LuxN and CqsS sensors; 0 = neutral-control median; in the data active = activity change below about -75%, passing the limit was not always enough; inconclusive = no clear call, values can overlap the other calls;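 note: luminescence divided by OD600 gain over 9 h not by final OD600 alone; inactives centre near 13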
# HSF1 inh – HSF1 inhibition; NIH3T3-HGL HSE-luciferase, MG132-induced, luminescence 8 h; active compounds read low; activity change, negative = inhibition, % at 7.5 µM (by protocol); hit rate 0.77% among 300,000; AID 2098;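 active = more than half of replicate wells show activity change below -50%, luminescence cut by over half; inconclusive = some wells, but at most half, below -50%; inactive = no replicate well below -50%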;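 note: luciferase reports HSF-1 transcriptional activity via heat shock element; 0% = median of DMSO wells and -100% = zero luminescence signal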
# Platelet DG rel – platelet dense granule release activity; human platelet-rich plasma, SFLLRN dense granule ATP release, luminescence; inhibition, %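 (compounds screened at 7.5 µM in platelet-rich plasma)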; hit rate 0.22% among 300,000; AID 1663;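 active = mean replicate score, as percent of positive control, at or above 50; inconclusive = mean below 50 but at least one replicate at or above 50; inactive = mean and every replicate below 50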
# HDAC3 inhib – inhibitors of human histone deacetylase 3 | O15379 | recombinant HDAC3, fluorogenic peptide/trypsin coupled, fluorescence | inhibition, % at 8.3 µM | hit rate 0.15% among 320,000 | AID 2718; in the data active = inhibition above about 26%, passing the limit was not always enough; inconclusive = no clear call, values can overlap the other calls
# Target sequence (O15379 whole entry, looked up): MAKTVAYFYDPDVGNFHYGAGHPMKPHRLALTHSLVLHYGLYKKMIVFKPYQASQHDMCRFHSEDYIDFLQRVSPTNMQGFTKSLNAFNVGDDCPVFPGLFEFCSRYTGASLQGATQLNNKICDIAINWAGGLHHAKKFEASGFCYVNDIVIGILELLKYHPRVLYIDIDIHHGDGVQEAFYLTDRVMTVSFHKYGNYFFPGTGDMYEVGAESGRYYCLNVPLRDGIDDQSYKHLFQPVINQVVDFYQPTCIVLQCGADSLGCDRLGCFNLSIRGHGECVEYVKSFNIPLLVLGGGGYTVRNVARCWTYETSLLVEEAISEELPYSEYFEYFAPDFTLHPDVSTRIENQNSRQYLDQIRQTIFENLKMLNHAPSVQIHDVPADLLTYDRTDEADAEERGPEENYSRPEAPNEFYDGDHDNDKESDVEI
# IEC-6 cytotox – IEC-6 cytotoxicity, counter-screen for KLF5 inhibitors; luminescence viability; hit rate 0.78% among 290,000; inhibition, % at 5 µM; in the data active = inhibition above about 22%;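 note: 0% = plate median of test compound wells and 100% = cytotoxic reference compound wells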
# HSP90 inh – blocks HSP90-mediated luciferase refolding in reticulocyte lysate; AID 1789; inhibition, % at 5.6 µM; Rabbit reticulocyte lysate, luciferase refolding luminescence, 3 h; hit rate 0.91% among 290,000;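 active = inhibition above the screen-wide mean plus 3 SD, computed separately per campaign, cut at about 16% in these data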;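 note: 0% = DMSO wells and 100% = 60 µM geldanamycin wells; inhibitors lower the luminescence because luciferase stays unfolded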
# HIF activator – HIF pathway transcriptional activation. U2OS HRE-luciferase reporter, luminescence; normalized: DMSO 0%, desferrioxamine 100%. activation, % at 7.5 µM (by protocol). hit rate 0.32% among 300,000. AID 1910;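 active = mean activation of at least 10% of the iron chelator positive control signal, with at least half of replicates also reaching 10%; inconclusive = mean and replicate majority disagree about reaching 10%; inactive = mean and most replicates under 10%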
# Active calls of the source: *; ? = inconclusive; / = no result given.
nr	smiles	KLF5 inhibitor	aSyn 5UTR inh	HSF1 activator	AI-2 QS modul	HSF1 inh	Platelet DG rel	HDAC3 inhib	IEC-6 cytotox	HSP90 inh	HIF activator
1	O=C(Nc1ccccc1)C1CCCN(C(=O)c2ccc(Cl)cc2)C1 (stereo not drawn)	-24	-6	23	23	-1	-1	7	2	-1	0.2
2	Cc1c(NS(C)(=O)=O)c(=O)n(-c2ccccc2)n1C	-16	-15	-7	9	-7	3	-1	-2	-4	0.3
3	CCS(=O)(=O)N1CCC(C(=O)NCCc2ccc(C)cc2)CC1	0	2	-12	11	-2	-1	-1	1	-2	0.1
4	CCOc1cc(CNCCN(C)C)c(Cl)cc1OCC(=O)NCCc1ccccc1	4	4	29	6	4	0	-17	4	-1	-0.4
5	COc1ccc(C2CC(C(F)(F)F)n3nc(C(=O)Nc4ccc5c(c4)OCO5)cc3N2)cc1 (stereo not drawn)	-11	19	2	-4	-5	-16	3	-2	1	-0.3
6	O=C(NCCc1ccc(Cl)cc1)c1ccc(CNc2c(N3CCOCC3)c(=O)c2=O)cc1	-14	14	4	7	6	?	-2	-2	-1	0.2
7	CCOc1c(Br)cc(/C=N\NC(=O)c2ccccc2)cc1OC	-18	3	17	24	-5	12	-5	7	1	0.8
8	Cc1cccc2cc(COC(=O)c3ccccn3)c(=O)[nH]c12	2	-3	-10	5	2	-2	3	1	-2	0.2
9	S=C(NCc1ccccc1)Nc1ccc(Cl)cc1	-20	2	31	-57	11	-2	6	4	-1	0.6
10	O=C1CC(c2ccsc2)c2cc3c(cc2N1)OCCO3 (stereo not drawn)	-6	-18	1	33	-1	-1	-4	7	-1	0.3
11	Cc1ccccc1OCc1nc2ccc(S(=O)(=O)N3CCOCC3)cc2[nH]1	-48	13	/	31	/	-4	1	-3	3	2.9
12	COc1cc2ncnc(NCc3ccccc3F)c2cc1OC	0	5	-1	18	-10	7	0	28*	-2	-2.4
13	COC(=O)C1C(=O)C2=C(CC1C)NC(=O)CC2c1ccc(O)c(OC)c1 (stereo not drawn)	-10	-4	15	23	0	-46	-2	0	0	-0.2
14	CN(C(=O)Nc1ccc(Cl)cc1)c1c2c(nn1C)CCCC2	-6	0	17	13	1	-4	0	1	3	-0.9
15	CCCCCCCN1C(Nc2ccccc2)=NC[C@@H]1Cc1ccccc1	-9	-48	5	9	1	-4	-7	6	-2	0.2
16	NNC(=O)C(Cc1c[nH]c2ccccc12)NC(=O)c1ccccc1 (stereo not drawn)	-36	-12	22	5	9	-2	3	-7	6	0.6

# Entries shown so far that contain fluorine (two):
nr	smiles	KLF5 inhibitor	aSyn 5UTR inh	HSF1 activator	AI-2 QS modul	HSF1 inh	Platelet DG rel	HDAC3 inhib	IEC-6 cytotox	HSP90 inh	HIF activator
5	COc1ccc(C2CC(C(F)(F)F)n3nc(C(=O)Nc4ccc5c(c4)OCO5)cc3N2)cc1 (stereo not drawn)	-11	19	2	-4	-5	-16	3	-2	1	-0.3
12	COc1cc2ncnc(NCc3ccccc3F)c2cc1OC	0	5	-1	18	-10	7	0	28*	-2	-2.4

# The list goes on:
nr	smiles	KLF5 inhibitor	aSyn 5UTR inh	HSF1 activator	AI-2 QS modul	HSF1 inh	Platelet DG rel	HDAC3 inhib	IEC-6 cytotox	HSP90 inh	HIF activator
17	CCOC1=NN(c2ncc(C(F)(F)F)cc2Cl)C(=O)/C1=C/N(C)C	-33	-13	40	11	11	2	4	-3	3	-0.9
18	CCc1ccc(NS(=O)(=O)c2ccc3c(c2)CCN3C(=O)CCC(=O)O)cc1	-25	2	-1	18	-5	3	2	-4	-3	-1.3
19	CCCCN(C)C(=O)c1oc2ccc(S(=O)(=O)N3CCCCCC3)cc2c1C	-37	26	20	16	1	-7	9	9	1	-0.4
20	OCC[C@@H]1C[C@@H](O)[C@H](O)[C@@]2(Cc3ccccc3O2)O1	-24	0	12	10	-4	-3	8	2	-2	-0.6
21	CC1CCc2sc3c(c2C1)c1ncnn1c(=O)n3CC(=O)c1ccc(Br)cc1 (stereo not drawn)	-5	33	1	8	-7	13	0	-1	-2	0.0
22	CCn1c(=O)c2sccc2n(Cc2cc(C(=O)OC)ccc2OC)c1=O	4	3	-18	20	5	1	-9	12	4	1.8
23	CC(C)(C)NC(=O)CCN(/N=C/c1ccc([N+](=O)[O-])o1)C1=NS(=O)(=O)c2ccccc21	-9	/	/	/	/	/	3	1	1	/
24	CCCCNS(=O)(=O)c1ccc(S(=O)(=O)n2cnc3ccccc32)cc1	-21	/	/	/	/	/	7	5	5	/

# Record cards, from the list above. Values in the order: KLF5 inhibitor	aSyn 5UTR inh	HSF1 activator	AI-2 QS modul	HSF1 inh	Platelet DG rel	HDAC3 inhib	IEC-6 cytotox	HSP90 inh	HIF activator
# `CC1CCc2sc3c(c2C1)c1ncnn1c(=O)n3CC(=O)c1ccc(Br)cc1` (stereo not drawn) is listed with -5	33	1	8	-7	13	0	-1	-2	0.0
# `CCc1ccc(NS(=O)(=O)c2ccc3c(c2)CCN3C(=O)CCC(=O)O)cc1` is listed with -25	2	-1	18	-5	3	2	-4	-3	-1.3
# `CC(C)(C)NC(=O)CCN(/N=C/c1ccc([N+](=O)[O-])o1)C1=NS(=O)(=O)c2ccccc21` is listed with -9	/	/	/	/	/	3	1	1	/
# `CCCCNS(=O)(=O)c1ccc(S(=O)(=O)n2cnc3ccccc32)cc1` is listed with -21	/	/	/	/	/	7	5	5	/
# `CCn1c(=O)c2sccc2n(Cc2cc(C(=O)OC)ccc2OC)c1=O` is listed with 4	3	-18	20	5	1	-9	12	4	1.8

# Additional entries.
nr	smiles	KLF5 inhibitor	aSyn 5UTR inh	HSF1 activator	AI-2 QS modul	HSF1 inh	Platelet DG rel	HDAC3 inhib	IEC-6 cytotox	HSP90 inh	HIF activator
25	CCOC(=O)Cc1[nH]nc2c1C(c1ccoc1)C(C#N)=C(N)O2 (stereo not drawn)	-27	-10	-5	8	-2	7	-6	6	3	0.0
26	COc1ccccc1C(=O)N/C(=C/c1ccccc1)C(=O)NC(CCSC)C(=O)O (stereo not drawn)	5	30	-8	17	-4	9	10	0	0	/
27	COc1ccc(C2C3=C(CC(C)(C)CC3=O)Oc3ncn(Cc4ccco4)c(=N)c32)cc1 (stereo not drawn)	-3	20	16	25	9	14	-2	1	5	0.1
28	CCN(CC)S(=O)(=O)c1cc(NC(=O)CNc2c(C)n(C)n(-c3ccccc3)c2=O)ccc1C	-22	-12	-10	22	2	3	-3	-1	2	-0.3
29	O=C(CSc1n[nH]c(=O)[nH]c1=O)NC1CC1	-13	-10	0	13	-14	12	-1	3	-2	-0.2
30	C=CCCCCCCCCc1nc(=S)[nH][nH]1	-7	-18	-10	-7	5	0	?	-5	2	-0.1
31	C/C(=N\NS(=O)(=O)c1ccccc1)c1ccc2c(c1)OCO2	-13	0	-6	21	-3	0	4	-5	-4	0.4
32	CSC1=NC(NCCCO)c2c(sc3c2CC(C)(C)OC3)N1 (stereo not drawn)	-10	2	-9	38	-3	0	-92	-5	2	-0.4
33	CC(CS(=O)(=O)c1ccc2c(c1)NC(=O)CS2)C(=O)N1CCN(c2cccc(Cl)c2)CC1 (stereo not drawn)	5	2	2	17	-2	9	6	2	1	0.1
34	CCc1cccc(CC)c1NC(=O)COC(=O)c1cccc(S(=O)(=O)N2CCc3ccccc3C2)c1	1	-7	10	8	4	7	3	-9	-1	-3.9
35	S=C1NCCOCCOCCOCCN1	-22	-27	4	14	-8	-3	6	3	0	-0.2
36	CC1(C)Cc2ccccc2-c2nc3ccccc3c(=O)n21	-8	4	-5	13	-3	-3	8	4	0	0.4
37	CCOC(=O)N1CCN(C(=O)C2CCCN(S(=O)(=O)c3ccccc3)C2)CC1 (stereo not drawn)	-31	-16	-2	2	6	3	3	0	-1	-0.4
38	CCOC(=O)C1=C(O)/C(=C/c2ccccn2)SC1=Nc1ccc(Cl)cc1	-20	19	-2	13	1	2	-8	1	2	0.4
39	CCOc1ncccc1C(=O)OCc1cccc([N+](=O)[O-])c1	-7	13	3	10	-2	16	3	-6	-4	-0.1
40	O=C(OCC(=O)N1CCN(c2ccccc2)CC1)c1ccccc1NCCO	/	-20	-9	23	0	30	-3	/	/	0.1
41	Cc1ccc(C(=O)N/C(=C\c2ccco2)C(=O)NC2CCS(=O)(=O)C2)cc1 (stereo not drawn)	-24	-16	0	11	-4	-13	6	0	2	-0.4
42	NC(=O)N/N=C/CCc1ccccc1	-24	-3	-3	2	2	15	3	4	-1	-0.4
43	O=C(COc1ccc(C2SCCS2)cc1)NNC(=O)C(Cl)Cl	-37	-45	16	26	16	1	19	-5	-4	0.9
44	CCCCC1(c2ccc(F)cc2)NC(=O)N(CC(=O)N2CCN(C(=O)c3ccco3)CC2)C1=O (stereo not drawn)	-23	9	-1	8	-1	23	-1	-4	0	-0.2
45	CN1C(=O)NC(c2ccc([N+](=O)[O-])cc2)C2=C1CC(C)(C)CC2=O (stereo not drawn)	-15	-16	14	12	3	-1	-7	-3	1	-0.9
46	Cc1ccc(CSc2nc3c(c(SCC(=O)O)n2)CCCC3)cc1	32	5	6	12	3	1	?	11	-1	-0.5
47	O=C(CN1C(=O)/C(=C\c2ccccc2Cl)Oc2ccccc21)NCc1cccnc1	-21	-13	-13	42	-8	7	-6	0	-1	-0.4
48	O=C(Nc1ccc(C(=O)O)cc1)/C(=C\c1ccccc1)NC(=O)c1ccc(Br)cc1	-24	2	-6	41	2	-22	-3	-3	-2	0.5
49	Cc1cc(Br)cc(/C=N/NC(=O)c2ccc3c(c2)OCO3)c1O	70*	8	20	0	8	4	5	16	-2	13*
50	CCCC(=O)n1nc(-c2ccccc2)nc1SC	-29	-29	5	1	-3	1	32*	0	0	2.0
51	O=C(NCCCOc1cccc(CN2CCCCC2)c1)c1ccc(Cl)c(Cl)c1	-19	6	9	13	1	2	-1	-3	-8	-0.2
52	Cc1ccccc1N1CCN(C2CCCN(C(=O)c3cc(C(C)C)[nH]n3)C2)CC1 (stereo not drawn)	-17	-8	1	29	4	17	-7	-13	-4	0.2
53	Cc1nc2c(Br)cc(Br)cc2cc1O	-18	11	11	9	5	-3	2	2	-1	-0.3
54	CN1CCN(C(=O)c2ccccc2-c2nc(-c3ccc(Cl)cc3)no2)CC1	-17	-35	1	4	-1	8	5	1	-1	0.2
55	CCOC(=O)COc1ncn(-c2ccccc2)n1	0	-2	-16	32	-6	-2	-1	3	-3	-0.1
56	Cc1nn(C)c(C(=O)Nc2ccn(C34CC5CC(CC(C5)C3)C4)n2)c1[N+](=O)[O-]	14	18	19	18	14	7	-1	2	0	-0.6
57	CCCS(=O)(=O)N1CCN(c2ccccn2)CC1	-24	0	8	11	-5	0	1	-4	-1	0.1
58	CCOc1ccc(N/C(=N/c2nc(C)cc(C)n2)NC(=O)CC)cc1	-12	-20	5	12	3	5	-8	1	-1	1.6
